# Compound activity (PubChem)
# ELG1 DNA repair – inhibitors of ELG1-dependent DNA repair in HEK293T cells | AID 504467 | Potency, µM (titrated, usually from 46.1 µM), inactives show top-dose activity change, negative = inhibition, usual class: inhibitors | actives 2.3% (n = 330,000) | HEK293T ELG1-luciferase reporter, luminescence, 16 h; DNA damage induced by 5-fluorouridine; note: potency is the fitted concentration of half-maximal effect; % is set by controls: 0 for no effect and ±100 for the full control effect; nearly all actives have a fitted effect of over 55% in size
#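 Luminescence from the luciferase reporter, measured 30 min after ONE-Glo reagent at room temperature, was the read-out. Beforehand, 2,000 cells per well were exposed for 16 hr at 37 °C to 5-fluorouridine together with compound or vehicle.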
# KCNH2 3.1 inh – blocks the human KCNH2 3.1 channel isoform; activity change, % (tested at about 1.8 µM); U2OS KCNH2 3.1, thallium flux FluxOr; hits give low values; AID 720553; actives 0.95% (n = 340,000);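 active = maximum activity change below -70%; inconclusive = maximum activity change from -70% to -50%; inactive = maximum activity change above -50%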;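 note: thallium influx rate constant from kinetic fluorescence after stimulation buffer; % is set by controls: 0 for no effect and ±100 for the full control effect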
#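 U2OS cells transduced with KCNH2 3.1 mutant virus (1.77 x 10^8 /mL, 4 h), plated overnight at 37 C, loaded 45 min with FluxOr dye plus Red40 quencher. Thallium flux rate constant from kinetic reads after stimulation buffer, normalised to controls.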
# KCNH2 WT inh – blocks the wildtype human KCNH2 potassium channel | activity change, % at 1.84 µM | U2OS, BacMam KCNH2, thallium flux FluxOr; hits give low values | actives 0.37% (n = 340,000) | Q12809;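 active = maximum activity change below -70%; inconclusive = maximum activity change between -70% and -50%; inactive = maximum activity change above -50%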; note: % is set by controls: 0 for no effect and ±100 for the full control effect
#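 U2OS cells transduced with wild-type KCNH2 virus are loaded with FluxOr dye for 45 min, and thallium flux is measured in kinetic reads before and after stimulation buffer. Rate constants are normalized to DMSO controls.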
# TRPV1 ag – human TRPV1 agonism; Q8NER1; TRPV1-expressing cells, Fluo-8 calcium influx, agonist mode; activation, % at 8.33 µM; AID 540275; actives 0.19% (n = 320,000); in the data active = activation above about 80%; inconclusive = between about 30% and that limit; note: 0% is about no effect
#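 Fluo-8 calcium influx in TRPV1-expressing cells, kinetic read (ex 480/em 520 nm). Compound added and read 3 min for agonist activity, followed by capsaicin at EC20 final and 2 min further read for enhancement.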
# TCR activator – activators of T cell receptors; 330,000 tested, under 10 active; Potency, µM (highest dose often 9.22 µM), inactives show at the highest dose activation of IL-2 secretion, hits mostly activators; primary human leukocytes, anti-CD3, IL-2 HTRF, 48 h; note: % of control where 0% means no effect
#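 Primary human leukocytes receive a-CD3 beads and test compound and are incubated 48 hr. Secreted IL-2 is then assayed by HTRF, measuring 665nm acceptor emission after 320nm excitation of the europium donor.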
# USP2a block – inhibitors of human ubiquitin-specific protease USP2a; USP2 core, Ub-CHOP2 coupled fluorogenic reporter, 485/531; Potency, µM (titrated, usually from 38.3 µM), without a hit: top-dose activity change, negative = inhibition, hits mostly inhibitors; actives 0.01% (n = 330,000); O75604;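 note: potency is the fitted concentration of half-maximal effect; plate controls were DMSO wells for no effect and full inhibition by NEM control for full effect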
# Target sequence (O75604 whole entry, looked up): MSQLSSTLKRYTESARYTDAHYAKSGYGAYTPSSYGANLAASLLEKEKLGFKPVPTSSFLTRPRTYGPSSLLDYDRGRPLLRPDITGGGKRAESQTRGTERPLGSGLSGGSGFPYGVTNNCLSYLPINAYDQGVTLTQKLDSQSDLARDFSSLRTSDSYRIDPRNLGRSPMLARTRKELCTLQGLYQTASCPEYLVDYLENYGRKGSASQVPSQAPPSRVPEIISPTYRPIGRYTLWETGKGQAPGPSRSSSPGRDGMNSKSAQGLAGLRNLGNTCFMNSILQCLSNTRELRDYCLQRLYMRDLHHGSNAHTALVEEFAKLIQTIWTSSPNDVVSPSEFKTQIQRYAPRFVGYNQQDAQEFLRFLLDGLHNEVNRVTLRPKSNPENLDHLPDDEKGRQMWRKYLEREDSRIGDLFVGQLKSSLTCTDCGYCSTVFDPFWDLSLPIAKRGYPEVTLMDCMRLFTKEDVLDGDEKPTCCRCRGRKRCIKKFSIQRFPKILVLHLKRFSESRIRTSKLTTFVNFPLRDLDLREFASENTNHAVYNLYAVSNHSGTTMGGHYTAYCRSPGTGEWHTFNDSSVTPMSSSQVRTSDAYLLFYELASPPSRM
#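 USP2 core (10nM final) preincubated 30min RT with compound in 20mM Tris-HCl pH 8.0, 2mM CaCl2, 2mM beta-mercaptoethanol, 0.05% CHAPS; 25nM Ub-CHOP2 plus 25nM reporter substrate added, fluorescence (Ex485/Em531) read after 60min.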
# A-T KAP1 phos – potential ataxia-telangiectasia treatment | AID 485349 | Potency, µM (series often up to 57.5 µM), for inactives: at the top dose activation, usual class: activators | actives 0.19% (n = 320,000) | […] A-T fibroblasts, KAP-1 phosphorylation AlphaLISA; neocarzinostatin DNA damage 30 min before lysis; note: potency is the fitted concentration of half-maximal effect; % of control where 0% means no effect; nearly all actives have a fitted effect of over 45% in size
#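 hTERT-immortalized A-T patient fibroblasts ([…]), 500 cells/well in OPTI-MEM, 1% FBS, got compounds for 60 min, then NCS for 30 min at 37C. Lysates were then assayed for phospho-KAP-1 by AlphaLISA (anti-pKAP1 donor, anti-KAP1 acceptor beads), 6 hr at 25C.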
# Mito fusion act – mitochondrial division inhibition or fusion activation | S. cerevisiae fusion-defective mutant growth rescue, CellTiterGlo 48 h | Potency, µM (top dose mostly 46.1 µM), inactives show at the highest dose growth rescue (activation), usual class: activators | AID 485298 | actives 0.23% (n = 320,000);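 note: potency is the fitted concentration of half-maximal effect; % of control where 0% means no effect; nearly all actives have a fitted effect of over 45% in size; temperature-sensitive fusion mutants such as fzo1-1 at 37 °C on non-fermentable ethanol glycerol medium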
#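 Yeast fusion mutant, YPEG (non-fermentable carbon), compound, 48 h at 37C non-permissive; CellTiterGlo added, 10 min RT, luminescence read. Rescued growth = division inhibition.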
# TSHR antagonist – blocks TSH signaling through the human TSH receptor; TSHR-expressing cells, TSH-stimulated cAMP HTRF, 2 h; hits give low values; AID 504810; P16473; activity change, negative = inhibition, % at 11.5 µM; actives 0.2% (n = 330,000);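 active = activity change below a set negative limit, meaning inhibition stronger than a set level, cut at about -70% in these data; inconclusive = activity change between two set negative limits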; note: % is set by controls: 0 for no effect and ±100 for the full control effect
#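 Cell-based HTRF cAMP assay; TSHR cells + compound, TSH EC80 (4nM final), 2 h, 37 deg C. Lysis with anti-cAMP cryptate and cAMP-d2, 30 min RT, read 665/620 nm.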
# Eya2 phos inh – inhibitors of human Eya2 phosphatase activity. O00167. Potency, µM (highest dose often 76.9 µM), inactives show at the top dose activity, negative = inhibition, usual class: inhibitors. actives 0.006% (n = 330,000). recombinant Eya2, OMFP fluorescence dephosphorylation (OMFP is methylfluorescein phosphate). AID 488837; note: potency is the fitted concentration of half-maximal effect; % is set by controls: 0 for no effect and ±100 for the full control effect
#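 Eya2 (0.2 uM) preincubated 10 min at ambient with compound, then OMFP substrate added at 50 uM; 10 min reaction in 50 mM HEPES pH 7.5, 50 mM NaCl, 5 uM MgCl2, 0.05% BSA, 1 mM DTT. Fluorescence read at Ex 485/Em 525 nm.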
# Starred values were filed as active, the others as inactive; i = inactive; ? = inconclusive; nt = not tested or not shown; [ ] = remark or other dose. Unless noted, calls come from the whole dose curve; as a rule, active = well fitted curve in the direction sought with a large enough effect; inconclusive = small, poorly fitted or top-dose-only effect, or another doubt; inactive = no such curve, though single readings can be large; an effect the other way counts as inactive or inconclusive. This is a subset, so the mix of outcomes need not match the whole.
SMILES,ELG1 DNA repair,KCNH2 3.1 inh,KCNH2 WT inh,TRPV1 ag,TCR activator,USP2a block,A-T KAP1 phos,Mito fusion act,TSHR antagonist,Eya2 phos inh
Cc1ccccc1-n1c(-c2ccc3ccccc3n2)n[nH]c1=S,2%,-5,-2,0,-1%,2%,0%,9%,1,-19%
Cc1[nH]c2ccccc2c1C1(O)C(=O)N(C(C)C)c2ccccc21 (centres undefined),-8%,4,4,-3,7%,0%,3%,3%,14,-11%
CCOC(=O)/C(=C/c1ccccc1)NC(=O)c1ccco1,6%,-6,-1,-3,0%[46.1 µM],0%,4%,-3%,-9,8%
CC1(C)CC(NC(=O)C(=O)NCCc2ccc(Cl)cc2)CC(C)(C)N1,16%,-8,15,0,-9%,-1%,2%,3%,11,-1%
CCOC(=O)CN1CCS(=O)(=O)CC1,-20%,27,-5,0,2%,8%,-3%,1%,-3,8%
CCc1ccc(NS(=O)(=O)c2ccc3[nH]cc(C(=O)NCC4CCCO4)c(=O)c3c2)cc1 (centres undefined),?,6,-6,2,-2%,5%,nt,-1%,6,?
Cc1cc(C=C2C(=O)c3ccccc3C2=O)c(C)n1-c1ccc(C(=O)O)cc1,-12%,8,3,1,-3%,1%,-3%,-4%,1,8%
CN(C)NC(=S)Nc1ccc2nc(-c3ccccn3)c(-c3ccccn3)nc2c1,15%,15,1,4,-46%,1%,5%,2%,-7,-24%
Cc1nn(C)c(C)c1CNC(=O)/C=C/c1ccccc1F,1%,1,20,2,2%,1%,-2%,-6%,3,-7%
CC1(C)CC(N=C2C([N+](=O)[O-])=CC=C3C2=NC2(CCCCC2)N3O)CC(C)(C)N1,0%,6,4,5,-2%,-5%,3%,-1%,1,0%
Cc1nc(-c2ccccc2)sc1C(=O)CSc1ccc(Br)cc1,3%,8,3,13,1%,2%,7%,2%,-12,-10%
O=C(NCC(F)(F)F)c1ccc(S(=O)(=O)Nc2ccccc2N2CCCC2)cc1,-6%,13,-6,nt,-2%,-1%,33%,nt,13,-23%
CCC1(C)Cc2c(sc3nc(SC)nc(NCCN(C)C)c23)CO1 (centres undefined),3%,-14,0,21,-1%,-1%,4%,1%,2,-4%
COC(=O)Cc1ccc(NC(=S)NCCSc2ccc(Cl)cc2)cc1,-5%,-16,-2,29,4%,1%,?,10%,-4,-19%
O=C(COC(=O)C1CCN(C(=O)Nc2ccccc2)CC1)NCC(F)(F)F,-1%,13,4,1,5%,-1%,0%,8%,17,5%
CCn1c(N2CCN(C(=S)NCCc3ccccc3)CC2)nc2ccccc21,?,-15,31,3,-8%,0%,-3%,3%,-1,-29%
CCOc1nc(C)ccc1-c1noc(-c2cccnc2)n1,?,-6,4,0,nt,2%,0%,3%,-1,-7%
O=C(CCC(=O)c1ccc(Oc2ccccc2)cc1)Nc1ccc(C(=O)O)cc1,-1%,2,-6,2,nt,-1%,-5%,1%,-8,-17%
COc1ccccc1C(=O)c1c(C)c(CCC#N)n2ccccc12,-2%,-3,-6,2,7%,-1%,-3%,?,-7,7%
COc1ccc(NC(=O)Cn2c(=O)n(-c3ccccc3)c(=O)c3sccc32)c(OC)c1,7%,5,-2,2,-4%,-1%,-4%,-9%,15,0%

# Brought forward from above: two compounds; new compounds follow.
SMILES,ELG1 DNA repair,KCNH2 3.1 inh,KCNH2 WT inh,TRPV1 ag,TCR activator,USP2a block,A-T KAP1 phos,Mito fusion act,TSHR antagonist,Eya2 phos inh
COc1ccccc1C(=O)c1c(C)c(CCC#N)n2ccccc12,-2%,-3,-6,2,7%,-1%,-3%,?,-7,7%
COc1ccc(NC(=O)Cn2c(=O)n(-c3ccccc3)c(=O)c3sccc32)c(OC)c1,7%,5,-2,2,-4%,-1%,-4%,-9%,15,0%
COc1ccccc1OCC(=O)Nc1cc(Cl)ccc1N1CCCCC1,1%,-21,-24,6,-3%,-1%,13%,19%,-16,16%
CCN(CC)S(=O)(=O)c1cc(NS(=O)(=O)c2cccc(C(=O)O)c2)ccc1C,0%,1,-9,1,2%,1%,-2%,-8%,-13,6%
CC(C)c1ccc(NC(=O)C(c2ccccc2)N2CCN(C=O)CC2)cc1 (centres undefined),17%,-4,5,15,4%,0%,-2%,1%,14,-14%
CCOC(=O)Nc1ccc(NC(=O)c2c(OC)cccc2OC)cc1,4%,-5,4,-3,-20%,1%,-4%,3%,-1,19%
COCCN(C(=O)c1csnn1)C(C(=O)NC1CCCCC1)c1ccccc1 (centres undefined),3%,-24,2,-3,0%,0%,-7%,-7%,3,-9%
COc1cccc(N2CC(C)Cn3c2nc2c3c(=O)n(CCN3CCOCC3)c(=O)n2C)c1 (centres undefined),10%,-19,-3,5,4%,4%,13%,0%,-9,3%
C/C(=N/NC(=O)C1CCCN1C(=O)c1ccc([N+](=O)[O-])cc1)c1ccc(Br)cc1 (centres undefined),-5%,nt,3,-2,-4%,0%,-6%,0%,3,-6%
CCc1ccc(-c2nc(CN3CCCC(C(=O)O)C3)c(C)o2)cc1 (centres undefined),10%,8,-7,1,-6%,2%,6%,-2%,2,12%
Cc1ccc(CNC(=O)c2ccc(N3CCCC3=O)cc2)cc1,?,-8,0,-2,5%,1%,-5%,1%,-3,10%
CC(C)N(CCCNC(=O)C1CCN(C(=O)c2cc3sccc3n2C)CC1)Cc1ccccc1,?,4,15,5,-4%,6%,-5%,-2%,8,-5%
CCCCn1nc(C(=O)Nc2nc3c(s2)CCCC3)c2ccccc2c1=O,15µM*,22,-7,30,-3%[46.1 µM],-2%,-10%,?,1,-17%
Cc1ccc(CC(CC(=O)Nc2cccc(C(F)(F)F)c2)C(=O)O)cc1 (centres undefined),13%,11,-3,1,0%,-1%,5%,10%,11,10%
O=C(NCc1ccco1)c1ccc(Oc2ccccc2)cc1,?,14,17,2,5%,-2%,0%,2%,-16,14%
COc1ccc(NC(=O)Nc2ccc(F)cc2)c(C)c1,0%,1,nt,2,2%,3%,-1%,1%,13,2%
Cc1cc(Nc2ccccc2)nc(N2CCN(C(=O)c3ccc4c(c3)OCO4)CC2)n1,?,-20,7,-3,-7%,-2%,-4%,7%,6,-1%
CC(C)(C)CNC(=O)c1ccc2c(c1)S(=O)(=O)c1cc(Cl)ccc1C2=O,1%,5,3,18,-3%,5%,-12%,0%,-10,6%
COc1ccc([C@]23Cc4cc(C#N)ccc4C(O2)c2c(cc(C)n(-c4ccccc4)c2=O)O3)cc1,nt,nt,nt,i,nt,0%[7.66 µM],-10%[11.5 µM],0%[9.22 µM],nt,2%[15.4 µM]
CS/C(Nc1cc(Cl)ccc1Cl)=C(/C#N)C(=O)c1ccco1,?,-3,-3,-4,4%,4%,-4%,4%,-10,-26%
CCc1cc(C(=O)OC)c(NC(=O)CC2NCCNC2=O)s1 (centres undefined),2%,-4,-3,2,7%,3%,3%,1%,1,-16%
CC(C)OCCCNC(=O)C(NC(=O)c1ccc(Cl)cc1)C(C)C (centres undefined),15%,12,3,9,-4%,1%,3%,-7%,18,-11%
COc1ccc(C2/C(=C(/O)c3ccc(C)cc3)C(=O)C(=O)N2c2ccccn2)cc1 (centres undefined),23%,-3,-1,-6,7%,-1%,4%,-11%,0,-14%
COc1ccc(-c2ncncc2-c2csc(C)n2)c(O)c1OC,-2%,0,7,-3,-3%,1%,-1%,0%,8,12%
O=C(c1cccc(Br)c1)N1CCN(S(=O)(=O)N2CCCCC2)CC1,-6%,9,11,3,-2%,1%,2%,0%,19,2%
CCCCOc1ccc(C(=O)N/C(=C/C=C/c2ccccc2)C(=O)NC)cc1,?,26,3,23,2%,-1%,-22%,24%,5,-7%
Cc1cc(NC(=O)C(C)SCC(=O)Nc2ccccc2OC(F)F)no1 (centres undefined),-12%,13,1,5,-1%,-1%,-2%,2%,10,12%
CC(NCc1cc(Br)ccc1OCC(=O)NCc1ccccc1)c1ccccc1 (centres undefined),?,?,45,13,-5%,0%,2%,-7%,-4,-7%
NCCCC[C@@H]1NC(=O)c2cc([N+](=O)[O-])cc(F)c2NCCCC[C@@H](C(N)=O)NC(=O)[C@H](CCC(N)=O)NC1=O,16%,-8,-8,0,7%,1%,-3%,-4%,1,-2%
Cc1ccc(NP(=O)(c2ccc(N(C)C)cc2NC(=O)c2cccs2)N2CCOCC2)cc1 (centres undefined),?,8,-4,19,1%[46.1 µM],5%,4%,2%,76,12%
COc1cc(/C=C2\CCC(C3CCCC3)C2=O)ccc1OC(C)C (centres undefined),?,2,-7,0,-1%,2%,-23%,0%,-11,-9%
COc1ccc(OC)c(CN2CCC(N3CCC(C(=O)NC4CC4)CC3)CC2)c1,?,-12,25,-3,-10%,1%,-4%,-1%,16,-11%
Cc1cc2c(cc1C)C(c1cccc([N+](=O)[O-])c1)CC(=O)N2 (centres undefined),-5%,8,2,?,-1%[46.1 µM],0%,6%,24%,1,-1%
